NS5 inhibitors = Dengue-2 NS5 methyltransferase inhibitors, primary screen, biochemical, confirmation dose response (AID 588689) | actives 0.3% (n = 340,000) | Dengue-2 NS5 methyltransferase capping enzyme assay, biochemical; higher % means a stronger effect | inhibition, % at 25 µM; hits with a dose series show IC50 in µM | Genome polyprotein (Dengue virus type 2 (strain 16681-PDK53)); in the data active means a potency from the dose series
LYP phosphatase = inhibitors of LYP phosphatase, biochemical, fluorescence intensity, uHTS (AID 1779). Tyrosine-protein phosphatase non-receptor type 22 (Homo sapiens). actives 0.054% (n = 290,000). one-dose inhibition, % at 11.5 µM; IC50 in µM for titrated hits. recombinant LYP phosphatase, fluorescence intensity; higher % means a stronger effect; in the data active means inhibition above about 50%;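 further: plate controls were vehicle with enzyme for no effect and no enzyme for full effect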
RSV CPE inhibition = RSV antiviral activity via CPE protection, HEp-2 cells, primary 10 µM value included (AID 2391). HEp-2 cells, RSV-induced CPE inhibition; higher % means a stronger effect. CPE inhibition, % at 10 µM; hits with a dose series show IC50 in µM. actives 0.13% (n = 310,000); in the data active means a potency from the dose series; further: strong numbers were not always called active
West Nile virus CPE = West Nile virus antiviral activity, cell-based, CPE readout (AID 1621); West Nile virus-infected cells, CPE inhibition; higher % means a stronger effect; one-dose CPE inhibition, % at 10 µM; IC50 in µM for titrated hits; actives 0.02% (n = 290,000); in the data active means a potency from the dose series; further: strong numbers were not always called active
GPR35 antagonists = GPR35 antagonists blocking zaprinast-driven arrestin recruitment, primary screen, imaging, U2OS, beta-arrestin-GFP, zaprinast agonist (AID 2058); actives 0.052% (n = 290,000); U2OS GPR35 beta-arrestin-GFP translocation imaging, zaprinast antagonism; higher % means a stronger effect; inhibition, % at 10 µM, or IC50 in µM where a hit was titrated; G-protein coupled receptor 35 (Homo sapiens);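 active means inhibition of at least 50% with at least 30 cells and total cytoplasm GFP at most 10,000,000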
Large T inhibition = SV40 large T antigen inhibitors, biochemical (AID 1903). actives 0.39% (n = 310,000). one-dose inhibition, % at 20 µM; IC50 in µM for titrated hits. SV40 large T antigen ATPase/helicase inhibition assay; higher % means a stronger effect; in the data active means a potency from the dose series; further: strong numbers were not always called active
Salmonella PhoP GFP = inhibitors of PhoP regulon expression, primary screen, Salmonella Typhimurium, GFP reporter (AID 1863); S. Typhimurium PhoP-regulated promoter GFP reporter, 4 h; higher % means a stronger effect; inhibition, % at 50 µM; hits with a dose series show IC50 in µM; actives 0.16% (n = 300,000);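 active means inhibition over 29.93%, a cutoff 3 SD above the screen mean, later confirmed by dose response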;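 further: 0% = low Mg2+ inducing control and 100% = high Mg2+ repressing control; strong numbers were not always called active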
ER stress rescue = rescue of cells from ER stress-induced death, primary screen, 384-well, CSM14.1, thapsigargin, ATP luminescence (AID 1222); cellular ATP content (survival), % at 20 µM, or EC50 in µM where a hit was titrated; 190,000 tested, under 10 active; CSM14.1 thapsigargin-induced death rescue, ATP luminescence; higher % means a stronger effect;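 active means EC50 below 50 µM in the dose-response confirmation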;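 further: death triggered by thapsigargin at about 15 µM added after 2 h compound pretreatment; cell ATP read after overnight thapsigargin exposure of roughly 18 to 22 hours; normalized against plate controls of thapsigargin alone and 5% DMSO vehicle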
Rac1 GTP hydrolysis = MgcRacGAP GTPase-activating activity inhibitors, confirmation, biochemical, ADP Hunter fluorescence | Rac GTPase-activating protein 1 (Homo sapiens) | MgcRacGAP-stimulated Rac1 GTP hydrolysis, ADP Hunter fluorescence; higher % means a stronger effect; GST-tagged Rac1 F28L mutant substrate | one-dose inhibition, % at 30 µM; IC50 in µM for titrated hits | actives 0.6% (n = 340,000) | AID 624330, 2012;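 active means first-screen hits whose inhibition reached a set limit at any dose in the follow-up dose series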;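 further: fluorescence reports GDP produced by GAP-driven GTP hydrolysis; strong numbers were not always called active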
NS5 inhibitors pilot replicate = recorded beside NS5 inhibitors, whose call it bears; inhibition, %; measured here: pilot screen replicate inhibition
* = called active by the depositor; / = not tested or not shown. Compounds were not picked by outcome; 1.5% or so of the library scored in one or more.

SMILES	NS5 inhibitors	LYP phosphatase	RSV CPE inhibition	West Nile virus CPE	GPR35 antagonists	Large T inhibition	Salmonella PhoP GFP	ER stress rescue	Rac1 GTP hydrolysis	others
Cc1cc(OCC(F)(F)C(F)(F)C(F)(F)C(F)(F)C(F)(F)C(F)F)nc(N)n1	-6%	5%	0.8%	0.1%	3%	9%	5%	2.8%	6%
CCN(CC)S(=O)(=O)c1cc(C(=O)Nc2cc(Cl)ccc2N2CCN(C)CC2)ccc1Cl	-9%	6%	8.3%	28%	0%	6%	9%	-0.6%	-1%	NS5 inhibitors pilot replicate=-6.4
O=C1CCc2cc(S(=O)(=O)NC(Cc3ccccc3)C(=O)N3CCN(c4ccccn4)CC3)ccc2N1 (centres undefined)	-9%	-3%	0.6%	1.1%	2%	11%	-7%	-1.3%	3%
O=C(CSc1nc2ccccc2o1)N/N=C/c1ccc(C(=O)O)cc1	2%	-2%	-0.2%	-0.1%	4%	17%	-2%	/	4%
NC(=O)CC(NC(=O)c1cccc(Br)c1)c1ccc(N2CCC(N3CCCCC3)CC2)c([N+](=O)[O-])c1 (centres undefined)	-2%	-10%	-2.1%	-0.7%	5%	8%	9%	/	-3%
C=CCC1(CC=C)CCCN1C(=O)Cn1nnnc1CN(C)C(C)C	1%	-9%	0.1%	-1.0%	5%	8%	-8%	/	10%
COc1ccc(-c2nnc(N3CCOCC3)c3ccccc23)cc1	-1%	-3%	0.8%	0.4%	5%	5%	4%	/	6%
CC(C)CCN1C(=O)c2ccc(C(=O)Nc3ccc(O)cc3C(=O)O)cc2C1=O	22%	0%	2.1%	0.2%	-2%	19%	2%	/	18%
O=C(CSc1ccc(-c2ccccn2)nn1)NCc1ccc(F)cc1	3%	-7%	1.7%	-0.9%	0%	5%	6%	-1.3%	8%
O=C1CC2(CCN(C(=O)COc3ccc(F)cc3)CC2)Oc2ccccc21	-4%	/	0.5%	/	/	9%	11%	/	0%
CC1(C)Cc2cccc(OCC(=O)Nc3cc(C(F)(F)F)ccc3N3CCOCC3)c2O1	0%	-1%	1.2%	-0.8%	0%	4%	-5%	-2.8%	5%
COc1ccc(Oc2nc3ccccc3n3cccc23)cc1	1%	1%	2.2%	-0.2%	8%	5%	-5%	-1.5%	-2%
CCOC(=O)CNC(=O)CSc1nc(-c2ccc(OC)cc2)ns1	1%	0%	1.5%	-0.3%	-13%	6%	9%	-1.1%	8%
COCOc1ccc(-c2oc3c(C/C=C(\C)CCC=C(C)C)ccc(O)c3c(=O)c2OCOC)c(OCOC)c1	/	/	4.5%	0.0%	/	13%	-3%	/	/
Cc1ccccc1NS(=O)(=O)c1c(C(=O)N2CCCCCC2)c(C)n(C)c1C	-9%	-13%	0.9%	-0.2%	16%	4%	1%	/	4%
CCOc1ccc(NC(=O)Nc2nc(SCC)ns2)cc1	-12%	-10%	2.4%	-2.1%	10%	5%	-2%	/	6%
COc1ccc(S(=O)(=O)Cc2ccc(C(=O)NCc3ccccc3)o2)cc1	-6%	-9%	5.1%	-0.2%	4%	7%	7%	/	-4%
Cn1c(CNc2nc(-c3ccccc3)cs2)nnc1SCC(=O)c1ccccc1	/	-2%	1.5%	-0.1%	2%	-1%	5%	0.5%	9%
Cn1c(C2CC(=O)N(Cc3ccccc3)C2)nc2ccccc21 (centres undefined)	-3%	-3%	5.3%	0.1%	5%	-1%	5%	1.1%	-1%
O=C(CN1C(=O)CSc2ccc(S(=O)(=O)N3CCCCC3)cc21)NCc1cccnc1	-10%	-5%	-0.9%	-0.6%	9%	10%	1%	-3.2%	6%
COc1cc(/C=N/Nc2nc(=O)[nH]nc2C)cc([N+](=O)[O-])c1O	12%	-1%	-1.1%	-0.1%	-4%	15%	4%	/	13%
CC1(O)C(=O)c2ccccc2N(c2ccccc2)C1=O (centres undefined)	2%	-1%	1.2%	0.3%	5%	-2%	3%	-0.2%	2%
O=C(Nn1cnnc1)c1ccc([N+](=O)[O-])cc1Cl	-2%	/	1.2%	/	/	4%	/	/	3%
CC1=CC(C)C2(CO)COC(c3ccccc3O)C1C2C (centres undefined)	0%	-5%	0.8%	-0.3%	-14%	37%	33%	-3.4%	5%
O=C(CCc1ccccc1)Nc1ncc2c(n1)CCCC2=O	-4%	0%	0.3%	0.2%	-5%	5%	-9%	2.2%	15%
COc1cccc(CN2CCCC(CNC(=O)c3ccc(F)cc3)C2)c1OC (centres undefined)	1%	-3%	-0.1%	-0.2%	-4%	21%	-4%	-0.2%	9%
Cc1cc(C)c(S(=O)(=O)NCC23C=CC(O2)C2C(=O)N(c4ccccc4)C(=O)C23)c(C)c1 (centres undefined)	-11%	3%	1.8%	-0.4%	8%	-2%	-8%	-1.4%	11%
CC(C)CC(=O)Nc1ccc([N+](=O)[O-])cc1Cl	-7%	-3%	4.8%	-1.1%	-4%	19%	11%	-1.2%	-17%
CCc1ccc(CN(C(=O)c2ccco2)C2CCS(=O)(=O)C2)cc1 (centres undefined)	-7%	-6%	1.9%	-0.6%	-4%	4%	-3%	/	3%
Cc1ccccc1C(=O)c1c[nH]c(C(=O)NCc2cccs2)c1	-1%	-6%	2.2%	-0.2%	3%	-12%	18%	-2.1%	8%
Cc1cc(C)c(C)c(S(=O)(=O)NCC(=O)Nc2ccccc2F)c1C	1%	-10%	/	-1.0%	2%	/	/	/	6%
N#Cc1c(NC(=O)CCCl)sc2c1CCCCC2	-6%	0%	4.9%	-0.8%	1%	-1%	2%	0.2%	7%
CC(=O)Oc1c(S(=O)(=O)c2ccccc2)c(C)nn1C(C)(C)C	-5%	2%	0.6%	1.0%	23%	4%	-4%	-1.3%	7%
COc1ccc(S(=O)(=O)N2CCOCC2)cc1NC(=O)c1ccc(Cl)cc1	-1%	/	-1.2%	/	/	6%	9%	/	10%
COC(=O)C1=C(C)NC(=O)/C1=C\c1cc(C)n(-c2ccc(F)cc2)c1C	-5%	4%	2.0%	0.0%	4%	33%	-6%	1.6%	12%
O=C(Nc1ccc2c(c1)N(Cc1ccccc1)C(=O)c1ccccc1S2)NC1CC1	-6%	-8%	11%	-1.2%	12%	0%	0%	4.7%	1%
Cc1nn(C)c(C)c1S(=O)(=O)N(CC(=O)NCCCOC(C)C)c1ccc(C(C)C)cc1	-1%	-5%	-1.5%	0.1%	8%	8%	-5%	-1.3%	1%
COCCN1C(=O)C(=O)/C(=C(/O)c2ccc(S(=O)(=O)N3CCCCC3)cc2)C1c1ccc(O)c(OC)c1 (centres undefined)	20%	-12%	3.4%	0.2%	22%	8%	2%	/	7%
CC(=O)c1cccc(NC(=S)NC(=O)CC(C)C)c1	-6%	-7%	0.2%	0.5%	-5%	14%	0%	-0.9%	6%
CCN(C(=O)COC(=O)c1nc(Cl)ccc1Cl)C1CCS(=O)(=O)C1 (centres undefined)	-2%	/	-1.0%	/	/	17%	1%	/	5%
CN(C)c1ccc(-c2nn3c(-c4ccc(Cl)cc4Cl)nnc3s2)cc1	/	-2%	/	/	-5%	14%	-7%	/	/
CC(C)(C)n1nnnc1C(c1cccs1)N1CCN(c2ccccc2)CC1 (centres undefined)	-10%	0%	2.5%	-0.1%	0%	1%	-9%	-2.2%	7%
CCCNc1nc(-c2ccccc2)c(C(=O)OCC)cc1C#N	-1%	1%	1.7%	0.0%	6%	-2%	5%	-2.6%	8%
CN1CCC(N(C)CC(=O)Nc2cccc(Oc3ccccc3)c2)CC1	0%	-2%	-2.1%	-0.6%	6%	9%	-5%	-2.2%	22%
CCCN1CCN(C(=O)c2ccc(CS(=O)c3ccc(Cl)cc3)o2)CC1 (centres undefined)	-3%	-8%	-0.3%	-0.8%	6%	8%	12%	/	17%
O=C(CN1CCCN(S(=O)(=O)c2ccc(F)cc2)CC1)Nc1ccccc1Br	-2%	2%	18%	-1.1%	3%	9%	-4%	-2.2%	-6%
O=S(=O)(Nc1ccc(Br)cn1)c1ccc2ccccc2c1	-4%	-4%	6.1%	-0.1%	14%	2%	0%	/	1%
COc1ccc(N=NC2C(=O)N(c3ccccc3)N=C2C)cc1 (centres undefined)	-4%	-1%	10%	-0.5%	16%	11%	-1%	/	-5%
CCCCNC(=O)c1ccccc1NC(=O)CCSc1ccccc1	-3%	-1%	12%	-0.2%	29%	9%	9%	-0.3%	8%
Cc1ccccc1/C=N/n1c(COc2ccccc2)n[nH]c1=S	-9%	-5%	1.5%	0.9%	-9%	3%	1%	/	9%

Molecules shown so far that contain fluorine:
SMILES	NS5 inhibitors	LYP phosphatase	RSV CPE inhibition	West Nile virus CPE	GPR35 antagonists	Large T inhibition	Salmonella PhoP GFP	ER stress rescue	Rac1 GTP hydrolysis	others
Cc1cc(OCC(F)(F)C(F)(F)C(F)(F)C(F)(F)C(F)(F)C(F)F)nc(N)n1	-6%	5%	0.8%	0.1%	3%	9%	5%	2.8%	6%
O=C(CSc1ccc(-c2ccccn2)nn1)NCc1ccc(F)cc1	3%	-7%	1.7%	-0.9%	0%	5%	6%	-1.3%	8%
O=C1CC2(CCN(C(=O)COc3ccc(F)cc3)CC2)Oc2ccccc21	-4%	/	0.5%	/	/	9%	11%	/	0%
CC1(C)Cc2cccc(OCC(=O)Nc3cc(C(F)(F)F)ccc3N3CCOCC3)c2O1	0%	-1%	1.2%	-0.8%	0%	4%	-5%	-2.8%	5%
COc1cccc(CN2CCCC(CNC(=O)c3ccc(F)cc3)C2)c1OC (centres undefined)	1%	-3%	-0.1%	-0.2%	-4%	21%	-4%	-0.2%	9%
Cc1cc(C)c(C)c(S(=O)(=O)NCC(=O)Nc2ccccc2F)c1C	1%	-10%	/	-1.0%	2%	/	/	/	6%
COC(=O)C1=C(C)NC(=O)/C1=C\c1cc(C)n(-c2ccc(F)cc2)c1C	-5%	4%	2.0%	0.0%	4%	33%	-6%	1.6%	12%
O=C(CN1CCCN(S(=O)(=O)c2ccc(F)cc2)CC1)Nc1ccccc1Br	-2%	2%	18%	-1.1%	3%	9%	-4%	-2.2%	-6%
